D3 ag: activates the human D3 dopamine receptor; P35462; D3R DiscoveRx beta-arrestin cells, luminescence, 90 min; max activation, %; 0.58% of 410,000 active; AID 652048; in the data active = max activation above about 30%; also: 0% is about no effect; mostly tested at two doses, the higher about 12 µM
Target sequence (P35462 whole entry, looked up): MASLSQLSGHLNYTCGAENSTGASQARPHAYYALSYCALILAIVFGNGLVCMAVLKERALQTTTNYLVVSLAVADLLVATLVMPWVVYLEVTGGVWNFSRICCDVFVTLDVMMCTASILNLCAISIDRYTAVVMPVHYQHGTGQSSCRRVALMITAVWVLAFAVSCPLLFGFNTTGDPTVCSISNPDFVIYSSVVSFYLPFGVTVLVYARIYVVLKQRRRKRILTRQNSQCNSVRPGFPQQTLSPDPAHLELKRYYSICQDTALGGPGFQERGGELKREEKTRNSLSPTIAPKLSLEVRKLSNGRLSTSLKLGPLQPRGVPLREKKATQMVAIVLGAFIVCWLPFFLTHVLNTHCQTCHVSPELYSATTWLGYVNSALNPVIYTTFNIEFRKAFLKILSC
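Cells at 1500/well, incubated overnight, then treated with pinned compounds (dopamine as control) for 90 min at 37 degrees C. DiscoveRx reagent added for 30 - 60 minutes at room temperature; luminescence read.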
KB-3-1 cytotox: KB-3-1 parental cell cytotoxicity | Potency, µM (top dose mostly 46.1 µM), without a hit: at the highest dose activity change, negative = cytotoxic, actives largely listed as cytotoxic | KB-3-1 viability, CellTiter-Glo ATP luminescence, 72 h | 1.4% of 400,000 active; also: potency is read from the fitted curve at half-maximal effect; % is scaled to controls: 0 for no effect and ±100 for the full control effect; nearly all actives have a fitted effect of over 60% in size
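Screening of KB-3-1 cells (DMEM, 10% FBS, phenol-red free) ran from lowest to highest compound concentration; after 72 h at 37 °C viability was read luminescently and curves fitted.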
KB-V1 cytotox: kills drug-selected multidrug resistant KB-V1 cells; 3.4% of 400,000 active; KB-V1 MDR cells viability, CellTiter-Glo, 72 h; AID 1347076; Potency, µM (highest dose often 46.1 µM), for inactives: top-dose activity change, negative = cytotoxicity, most hits filed as cytotoxic; also: potency is read from the fitted curve at half-maximal effect; % is scaled to controls: 0 for no effect and ±100 for the full control effect; nearly all actives have a fitted effect of over 60% in size
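qHTS viability screen in drug-selected KB-V1 MDR cells: 72 h compound treatment at 37 degrees C, ATP luminescence end point.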
Starred values were filed as active, the others as inactive; ? = inconclusive. Unless noted, calls follow the shape of the dose curve; as a rule, active = well fitted cell-killing curve with a large enough effect; inconclusive = small, poorly fitted or top-dose-only effect, or effect the other way; inactive = flat fitted curve, though single readings scatter. This is a subset (hit frequency here may not be typical).

SMILES	D3 ag	KB-3-1 cytotox	KB-V1 cytotox
CCc1noc(-c2ccc(N3CCCCC3)c([N+](=O)[O-])c2)n1	-4	-5%	-24%
Cc1ccc(CN(C(=O)COc2ccc(Cl)c(C)c2)c2ccccn2)o1	2	-6%	17%
Cc1ccc(C(=O)Nc2ccccc2F)cc1S(=O)(=O)N1CCOCC1	6	-5%	9%
CCN(CC)c1nc2c(S(=O)(=O)c3cccc(Cl)c3)nnn2c2ccsc12	-5	-12%	-6%
Cc1c(CNC(C)c2ccccc2)c(C(=O)O)c(C)n1Cc1c(F)cccc1Cl (stereo not given)	0	2%	?
COc1cccc(CNC(=O)c2[nH]c3cc(C)ccc3c2Sc2ccccc2)c1	4	0%	0%
COC(=O)c1ccccc1NC(=O)c1cc(-c2ccccc2O)no1	-15	6%	1%
O=C(Nc1cc(-c2ccccc2F)nn1-c1ccccc1)c1ccccc1Br	2	-11%	6%
Cc1cc(C)cc(C(=O)Nc2cccc(-c3nc4ncccc4o3)c2C)c1	-16	16%	-2%
CN(C)S(=O)(=O)c1ccc(C(=O)N(Cc2cccnc2)c2nc3c(F)cc(F)cc3s2)cc1	9	10%	8%
CC(NC(=O)c1ccc(Cn2c(SCc3ccccc3)nc3cccnc32)cc1)c1ccccc1 (stereo not given)	-9	0%	0%
Cc1cc(C)c(NC(=O)CN(C)S(=O)(=O)c2ccc3c(c2)CCC(=O)N3)c(C)c1	4	-13%	16%
CCOC(=O)c1cnc2c(C(F)(F)F)cccc2c1Nc1cccc(C(=O)OC)c1	-4	-11%	-8%
CCCNC(=O)c1ccc2c(c1)ncn2-c1ccc(C)cc1C	-5	-5%	27%
CCN(CC)c1cc2c(cc1F)c(=O)c(S(=O)(=O)c1ccccc1)cn2Cc1ccccc1	11	-9%	?
Cc1cc2c(cc1NS(=O)(=O)c1ccc(NC(=O)CC(C)C)cc1)n(C)c(=O)c(=O)n2C	4	-11%	2%
CCOc1cc2[nH]c(=O)n(CCCCC(=O)N3CCN(c4ccccc4)CC3)c(=O)c2cc1OCC	6	1%	24%
CCOC(=O)c1ccc(NC(=O)CN2c3ccccc3S(=O)(=O)c3ccccc32)cc1	15	-15%	-22%
Cc1nnc(NC(=O)c2ccccc2)s1	-7	14%	?
O=C(Nc1ccc(OC(F)(F)F)cc1)C1CCN(S(=O)(=O)c2cccs2)CC1	-4	21µM*	-28%
Cc1ccc(C)c(Cn2c3ccccc3c3cnn(CC(=O)NC4CCC(C)CC4)c(=O)c32)c1 (stereo not given)	-10	7%	-7%
CCOc1cc(CNS(=O)(=O)c2ccc3c(c2)C(C)(C)C(=O)N3)cc(OCC)c1OCC	3	1%	12%
COC(=O)c1sccc1S(=O)(=O)N(CC(=O)NCc1ccc(C)cc1)c1ccc(Cl)cc1	-9	-9%	-2%
Cc1ccc(S(=O)(=O)N2CCCc3cc(NS(=O)(=O)c4ccccc4)ccc32)cc1	4	-12%	-1%
CCOc1cc(CNC(=O)NC2COc3ccc(OC)cc3C2)cc(OCC)c1OCC (stereo not given)	0	-2%	-6%

New compounds follow
SMILES	D3 ag	KB-3-1 cytotox	KB-V1 cytotox
CC(=O)Nc1cc(C(=O)Nc2ccc3c(c2)N(C)C(=O)c2ccccc2S3)ccc1C	-1	4.1µM*	?
COc1ccc(CC(=O)Nc2sc3c(c2C(=O)Nc2cccc(Cl)c2)CCCCC3)cc1	7	?	?
CCOc1ccc(CNC(=O)Cc2ccc(NC(=O)N3CCCCc4ccccc43)cc2)cc1OC	6	-5%	-7%
CCc1cccc(NC(c2nnc(-c3ccccc3)o2)c2ccc(F)cc2Cl)c1 (stereo not given)	-9	1%	-8%
CCOc1ccc(NC(=O)c2c(NC(=O)c3cccs3)sc3c2CCC(C(C)(C)C)C3)cc1 (stereo not given)	-12	2%	17%
Cc1ccc2onc(CNC(=O)NCc3ccc(Cl)cc3)c2c1	7	2%	-4%
COC(=O)c1cnc(N2CCN(c3ccccc3OC)CC2)c2ccccc12	5	-3%	-9%
COc1ccc(C2=CC(c3ccc(F)cc3)n3ncc(C(=O)Nc4ccc(C)cc4)c3N2)cc1 (stereo not given)	-2	?	3%
COc1ccc(Cn2cc(C(=O)c3ccc(C)cc3)c(=O)c3cc(OC)c(OC)cc32)cc1	10	11%	19%
Cc1ccc(S(=O)(=O)N2CCC(C(=O)Nc3ccc(Oc4ccccc4)cc3)CC2)cc1	8	-10%	?
CCc1ccc(NC(=O)CSc2nc3ccccc3c(=O)n2CCC(=O)NC2CCCCC2)cc1	-10	4%	16%
Cc1c(Cl)cccc1NC(c1ccc(F)cc1)c1nnc(-c2ccccc2)o1 (stereo not given)	-16	-5%	9%
Cc1ccc(CN2CCN(CC(=O)Nc3ccc(C)c(C)c3)S2(=O)=O)cc1	-7	7%	-2%
CCc1ccccc1N(CC)C(=O)C(=O)Nc1ccc2nc3n(c(=O)c2c1)CCCCC3	5	9%	0%
CCCNC(=O)C1CCC(Cn2c(=O)c3sccc3n(Cc3cccc(OC)c3)c2=O)CC1 (stereo not given)	0	-4%	-2%
COc1ccc(S(=O)(=O)c2c(SC)nn(Cc3ccccc3C)c2NC(C)=O)cc1	3	6%	-17%
Cc1cccc(-c2nc3c4ccccc4n(CC(=O)Nc4cccc(F)c4)c(=O)n3n2)c1	-6	-6%	?
O=c1cc(-c2ccc(F)cc2)nc(SCc2nc(-c3cccc(C(F)(F)F)c3)no2)[nH]1	-5	3%	16%
CC(C)OCCCNC(=O)C(=O)Nc1ccc2nc3n(c(=O)c2c1)CCCCC3	8	5%	21%
CCCn1c2ccccc2c2cnn(CC(=O)N(CCCOC)Cc3ccco3)c(=O)c21	2	?	?
COc1ccccc1-c1noc(-c2ccc(NCc3cccnc3)c([N+](=O)[O-])c2)n1	3	6%	-3%
CNC(=O)C1CCC(Cn2c(=O)c3sccc3n(CC(=O)NCc3cccc(OC)c3)c2=O)CC1 (stereo not given)	2	0%	39%
COc1ccc(-n2c3c(cc(-c4nc(-c5ccc(Cl)cc5)cs4)c2=O)C(=O)CC(C)(C)C3)cc1Cl	-6	8%	0%
N#Cc1nc(/C=C/c2ccc(F)cc2)oc1NCc1ccc(F)cc1	1	3%	0%
COc1ccccc1NC(=O)CN1C(=O)c2ccccc2Sc2ccc(C(=O)N3CCCC3)cc21	5	10%	7%

Further structures follow.
SMILES	D3 ag	KB-3-1 cytotox	KB-V1 cytotox
CCc1ccccc1N(C)C(=O)Cn1cnc2sc(C)c(S(=O)(=O)N3CCC(C)CC3)c2c1=O	-6	0%	3%
CCOc1ccc(NC(=O)c2ccc3nc(Cc4ccccc4)oc3c2)cc1	-9	-14%	-1%
CC(C)c1ccc(NC(=O)c2ccc3oc(=O)c(S(=O)(=O)c4ccc(F)cc4)cc3c2)cc1	-8	0%	8%
COc1ccc(Nc2cc(C(=O)NCc3ccccc3)c3ccccc3n2)cc1OC	5	8%	1%
Oc1c(C(c2ccc(Cl)cc2Cl)N2CCOCC2)sc2nc(-c3ccco3)nn12 (stereo not given)	8	1%	9%
O=C(Nc1ccc(S(=O)(=O)N2CCCCC2c2cccnc2)cc1)c1ccc(Br)cc1 (stereo not given)	1	?	12µM*
O=C(Nc1ccccc1C(F)(F)F)Nc1c[nH]c(=O)[nH]c1=O	3	-3%	16%
CCOc1ccccc1CNc1ncnc2onc(-c3ccc(F)cc3)c12	-12	-1%	-8%
CCc1ccc2oc(C(=O)Nc3c(C)n(C)n(-c4ccccc4)c3=O)cc(=O)c2c1	-3	12%	-3%
COc1cc(C(=O)Nc2ccc(-n3c(C)nc4ccccc4c3=O)cc2)cc(OC)c1OC	-3	3%	6%
Cc1ccc(NC(=O)CSc2nc(C)cc(C)c2C(=O)Nc2cccc(C)c2)cc1	-5	-3%	3%
COc1ccc(NC(C)=O)cc1NC(=O)CN1CCN(c2ccc(F)cc2)CC1	4	1%	0%
COc1ccc(CNS(=O)(=O)c2ccc(C(=O)N(C)C)s2)cc1	-11	14%	?
CCc1cccc(C)c1NC(=O)c1cccc(C(=O)Nc2c(C)cccc2CC)c1	1	-3%	13%
COc1cc(OC)cc(-n2nnc(-c3nc(-c4ccccc4Cl)no3)c2N)c1	-2	7%	-1%
O=C(c1ccccc1)c1ccc2nc(Nc3cc(Cl)ccc3O)c3nncn3c2c1	-7	-3%	?
O=c1oc2ccc(Br)cc2cc1-c1csc(-c2ccc(Cl)cc2)n1	17	6%	29%
COc1ccccc1CNC(=O)C1CCN(c2nc3ccc(Cl)cc3[nH]2)CC1	4	-3%	-4%
Cn1cc(C(=O)NCc2ccc(Cl)cc2)c(=O)c2cc(S(=O)(=O)N3CCCCCC3)ccc21	9	13%	-14%
O=c1[nH]c2cc(Br)ccc2n2cccc12	8	4%	0%
COc1cccc(NC(=O)c2oc3ccccc3c2NC(=O)c2ccc(F)c(F)c2)c1	-9	1%	0%
COc1cccc(CNC(=O)C(Cc2ccccc2)NS(=O)(=O)c2ccc3c(c2)oc(=O)n3C)c1 (stereo not given)	-4	0%	6%
CN1CCN(C(=O)c2cnn(-c3ccccc3)c2C2CCN(C(=O)OC(C)(C)C)CC2)CC1	-1	9%	5%
O=C(c1ccccc1Cl)n1nc(-c2ccco2)nc1NCc1cccs1	6	-18%	11%
CCOc1ccc(CC(=O)NCCc2csc3nc(-c4ccccc4F)nn23)cc1	16	0%	-6%

Given bar-delimited: entries from further up.
compound | D3 ag | KB-3-1 cytotox | KB-V1 cytotox
CCOC(=O)c1cnc2c(C(F)(F)F)cccc2c1Nc1cccc(C(=O)OC)c1 | -4 | -11% | -8%
COc1ccc(CNS(=O)(=O)c2ccc(C(=O)N(C)C)s2)cc1 | -11 | 14% | ?
COc1ccc(CC(=O)Nc2sc3c(c2C(=O)Nc2cccc(Cl)c2)CCCCC3)cc1 | 7 | ? | ?
CCOc1cc2[nH]c(=O)n(CCCCC(=O)N3CCN(c4ccccc4)CC3)c(=O)c2cc1OCC | 6 | 1% | 24%
Cn1cc(C(=O)NCc2ccc(Cl)cc2)c(=O)c2cc(S(=O)(=O)N3CCCCCC3)ccc21 | 9 | 13% | -14%
CCN(CC)c1nc2c(S(=O)(=O)c3cccc(Cl)c3)nnn2c2ccsc12 | -5 | -12% | -6%
Cc1ccc(CN(C(=O)COc2ccc(Cl)c(C)c2)c2ccccn2)o1 | 2 | -6% | 17%

New compounds follow
SMILES	D3 ag	KB-3-1 cytotox	KB-V1 cytotox
CCOc1ccc(Nc2nc3c(S(=O)(=O)c4ccc(C(C)C)cc4)nnn3c3ccsc23)cc1	9	0%	9%
COc1ccc(NC(=O)Cn2c(=O)n(-c3ccc(C)cc3)c(=O)c3c2cnn3C)cc1	5	-12%	11%
CCOC(=O)c1c(C)[nH]c(C)c1S(=O)(=O)N1CCC(C(=O)Nc2ccccc2CC)CC1	-2	9%	?
CCc1ccc(CNC(=O)Cc2c(C(=O)O)c(C)cn2C)cc1	8	10%	21%
CN(C(=O)Cn1cc(S(=O)(=O)Cc2ccccc2Cl)c2ccccc21)c1ccccc1	-9	-12%	-11%
Cc1ccc(C(=O)N2CCN(c3ccc(F)cc3)CC2)cc1NC(=O)c1nsc2ccccc12	-5	0%	-17%
CCOc1ccc(-c2nc(CSCC(=O)NCc3ccc(Cl)cc3)c(C)o2)cc1	32*	-8%	-6%
C#CCn1c(COc2ccccc2C)nc2ccccc21	2	1%	-19%
CC1CCN(Cc2c(O)ccc3c(=O)c(-c4cccc(Cl)c4)c(C(F)(F)F)oc23)CC1	1	7%	0%
Cc1nc(-c2ccc(F)cc2)sc1CCNC(=O)c1ccco1	-9	-2%	6%
COc1ccc(CNC(=O)Cn2c(=O)oc3cc(S(=O)(=O)N4CCCCCC4)ccc32)cc1	2	-10%	?
COc1cccc(NC(=O)CSc2c(C)cnc3c2c(=O)n(C)c(=O)n3C)c1	-2	1%	2%
CC(=O)c1ccc(NC(=O)Cn2c(-n3nc(C)cc3C)nc(C)cc2=O)cc1	0	1%	?
Cc1ccc(C)c(N2CCN(C(=O)C3CCC(CNS(=O)(=O)c4ccc(Br)s4)CC3)CC2)c1 (stereo not given)	1	0%	11%
Cc1ccccc1Cn1nnc2c(=O)[nH]c(C3CCCN(C(=O)c4ccc(F)cc4)C3)nc21 (stereo not given)	8	-1%	?
CCCN(CCC)CCCNC(=O)Cn1ncc2c3ccccc3n(Cc3ccc(F)cc3)c2c1=O	-12	5%	0%
CCn1cc2nc(SCc3cccc(C(F)(F)F)c3)n(Cc3ccc(Cl)cc3)c(=O)c2n1	-8	?	?
COc1ccc(-c2cc(C(=O)Nc3cnn(Cc4ccc(F)cc4)c3)no2)cc1OC	5	8%	-18%
CCCCN(Cc1cc2ccccc2[nH]c1=O)C(=O)c1cccc(Cl)c1	6	1%	-12%
Cc1cccc(Cn2c(CNC(=O)c3ccccc3)nc3ccccc32)c1	-12	2%	-12%
CCOC(=O)c1[nH]c(C)c(CCC(=O)N2CCN(c3cccc(C)c3C)CC2)c1C	8	?	0%
COc1cccc(CNC(=O)CSc2n[nH]c(-c3ccccc3Cl)n2)c1OC	-7	7%	-8%

Bioassay records (PubChem)
